Compound activity from PubChem.
LYPLA1 counter = blocks human lysophospholipase 1, a PME1 counter-screen. O75608. recombinant LYPLA1, FP-Rh probe fluorescence polarization. inhibition, % at 5.9 µM. 320,000 tested, 0.16% active. AID 2174;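 active = inhibition above the mean of all tested compounds plus 3 SD, set per campaign, cut at about 14% in these data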;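 also: inhibitors block serine hydrolase probe labeling of LYPLA1 so polarization falls; 0% = enzyme with DMSO and 100% = wells lacking LYPLA1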
PME-1 primary = blocks human protein phosphatase methylesterase 1. 320,000 tested, 0.53% active. Q9Y570. recombinant PME-1, FP-Rh probe fluorescence polarization. inhibition, % at 5.9 µM;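 active = inhibition above the campaign mean of all compounds plus 3 SD, cut at about 26% in these data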;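 also: competitive labeling of PME-1 active site by serine hydrolase directed probe; 0% = PME-1 with DMSO and 100% = wells lacking PME-1 enzyme; inhibitors block probe labeling so polarization falls and inhibition rises; many of its hits are not listed in these tables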
Target sequence (Q9Y570 whole entry, looked up): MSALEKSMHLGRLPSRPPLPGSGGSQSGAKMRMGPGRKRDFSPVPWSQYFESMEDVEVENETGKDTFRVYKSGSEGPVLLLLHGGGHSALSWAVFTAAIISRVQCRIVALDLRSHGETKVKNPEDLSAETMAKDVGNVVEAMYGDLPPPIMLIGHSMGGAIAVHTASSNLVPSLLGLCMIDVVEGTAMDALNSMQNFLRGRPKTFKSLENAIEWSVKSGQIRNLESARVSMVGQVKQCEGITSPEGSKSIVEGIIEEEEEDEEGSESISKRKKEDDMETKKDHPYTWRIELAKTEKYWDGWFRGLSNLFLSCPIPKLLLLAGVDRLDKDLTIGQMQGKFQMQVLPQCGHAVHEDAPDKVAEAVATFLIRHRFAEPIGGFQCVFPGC
PAFAH1B3 FP inh = inhibitors of human PAFAH1B3; recombinant PAFAH1B3, FP-rhodamine probe, fluorescence polarization; 340,000 tested, 0.28% active; inhibition, % at 3.39 µM;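 active = inhibition above the screen-wide average of all tested compounds plus 3 SD, cut at about 25% in these data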;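 also: 0% = enzyme with DMSO only and 100% = wells lacking PAFAH1B3 protein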
PAD4 inh = inhibitors of human PAD4 | Q9UM07 | recombinant PAD4, RCA probe fluorescence polarization | inhibition, % at 6.36 µM | 330,000 tested, 0.41% active | AID 485272;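 active = percent inhibition above a cutoff equal to the mean of all tested compounds plus 3 SD, cut at about 15% in these data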;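 also: 0% = PAD4 with RCA probe and DMSO and 100% = probe without PAD4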
PAFAH1B2 inh = blocks human PAF acetylhydrolase 1b catalytic subunit 2 | inhibition, % at 3.39 µM | P68402 | recombinant PAFAH1B2, FP-rhodamine activity probe, fluorescence polarization | AID 492953 | 340,000 tested, 1.2% active;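 active = inhibition above the mean of all tested compounds plus 3 SD, cut at about 24% in these data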;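 also: 0% = enzyme with DMSO and 100% = wells lacking PAFAH1B2; many of its hits are not listed in these tables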
GSTO1 inh = blocks human GSTO1 in RBBP9 counter-screen | recombinant GSTO1, activity-based probe fluorescence polarization | inhibition, % at 5.96 µM | 300,000 tested, 1.1% active;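 active = inhibition above the campaign mean inhibition plus 3 SD, cut at about 35% in these data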;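 also: 0% = GSTO1-1 with DMSO and 100% = wells lacking GSTO1-1 enzyme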
Target sequence (P78417 whole entry, looked up): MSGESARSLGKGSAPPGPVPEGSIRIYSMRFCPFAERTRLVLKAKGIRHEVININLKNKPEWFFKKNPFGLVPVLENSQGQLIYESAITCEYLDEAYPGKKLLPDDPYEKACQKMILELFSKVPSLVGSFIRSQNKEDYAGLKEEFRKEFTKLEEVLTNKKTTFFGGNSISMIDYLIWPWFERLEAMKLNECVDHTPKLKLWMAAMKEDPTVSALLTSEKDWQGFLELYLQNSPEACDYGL
LYPLA2 counter = blocks human lysophospholipase 2, a PME1 counter-screen | recombinant LYPLA2, FP-Rh probe fluorescence polarization | inhibition, % at 5.9 µM | 320,000 tested, 0.38% active;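 active = inhibition above the screen-wide mean plus 3 SD, limit set per campaign, cut at about 26% in these data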;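 also: 0% = LYPLA2 with DMSO and 100% = wells lacking LYPLA2 enzyme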
Target sequence (O95372 whole entry, looked up): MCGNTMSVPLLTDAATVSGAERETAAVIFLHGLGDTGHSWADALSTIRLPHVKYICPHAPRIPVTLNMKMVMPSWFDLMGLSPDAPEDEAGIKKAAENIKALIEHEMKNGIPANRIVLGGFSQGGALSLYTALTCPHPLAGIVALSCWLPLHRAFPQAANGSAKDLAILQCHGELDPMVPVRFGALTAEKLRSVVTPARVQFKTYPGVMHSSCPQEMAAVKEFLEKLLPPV
PAFAH2 inh = PAFAH2 (human) inhibition; 340,000 tested, 0.99% active; recombinant PAFAH2, FP-rhodamine activity probe, fluorescence polarization; Q99487; inhibition, % at 3.39 µM;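 active = inhibition above the mean over all tested compounds plus 3 SD, cut at about 30% in these data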;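 also: inhibitors block probe labeling of enzyme so polarization drops; 0% = enzyme with DMSO and 100% = wells lacking PAFAH2 protein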
pPAFAH FP inh = inhibitors of human plasma PAF acetylhydrolase (pPAFAH). Q13093. recombinant pPAFAH, FP-rhodamine probe fluorescence polarization. inhibition, % at 3.39 µM. 330,000 tested, 1.5% active;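 active = inhibition above the mean inhibition across the screen plus 3 SD, cut at about 25% in these data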;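 also: inhibitors block binding of the rhodamine activity-based probe so polarization drops; 0% = enzyme with DMSO and 100% = wells lacking pPAFAH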
Numbers without * were called inactive.

Sample of the layout (2 entries):
Results for CN(C)C(=O)N1CCCC(C(=O)NCc2ccccc2)C1 (configuration not stated) ?
LYPLA1 counter: 0; PME-1 primary: -1; PAFAH1B3 FP inh: -5; PAD4 inh: -4; PAFAH1B2 inh: -1; GSTO1 inh: -2; LYPLA2 counter: 2; PAFAH2 inh: 8; pPAFAH FP inh: -1

What do the screens show for `COc1ccc(NC(=O)c2cc([N+](=O)[O-])ccc2NC(=O)CNC2CCCCC2C)c(OC)c1` (configuration not stated)?
LYPLA1 counter: -1; PME-1 primary: 7; PAFAH1B3 FP inh: 6; PAD4 inh: 0; PAFAH1B2 inh: 2; GSTO1 inh: 0; LYPLA2 counter: -5; PAFAH2 inh: 6; pPAFAH FP inh: 6

The list itself, previewed entries included:
Results for CN(C)C(=O)N1CCCC(C(=O)NCc2ccccc2)C1 (configuration not stated) ?
LYPLA1 counter: 0; PME-1 primary: -1; PAFAH1B3 FP inh: -5; PAD4 inh: -4; PAFAH1B2 inh: -1; GSTO1 inh: -2; LYPLA2 counter: 2; PAFAH2 inh: 8; pPAFAH FP inh: -1

What do the screens show for `COc1ccc(NC(=O)c2cc([N+](=O)[O-])ccc2NC(=O)CNC2CCCCC2C)c(OC)c1` (configuration not stated)?
LYPLA1 counter: -1; PME-1 primary: 7; PAFAH1B3 FP inh: 6; PAD4 inh: 0; PAFAH1B2 inh: 2; GSTO1 inh: 0; LYPLA2 counter: -5; PAFAH2 inh: 6; pPAFAH FP inh: 6

Results for Cc1nc2n(c(=O)c1CCN1CCC(c3noc4cc(F)ccc34)CC1)CCCC2 ?
LYPLA1 counter: -2; PME-1 primary: -2; PAFAH1B3 FP inh: -2; PAD4 inh: 2; PAFAH1B2 inh: 0; GSTO1 inh: 1; LYPLA2 counter: 6; PAFAH2 inh: -3; pPAFAH FP inh: -3

How did CCCCCc1n[nH]c2c1CCCC2 do in these assays?
LYPLA1 counter: 3; PME-1 primary: 1; PAFAH1B3 FP inh: -3; PAD4 inh: -4; PAFAH1B2 inh: 3; GSTO1 inh: -5; LYPLA2 counter: 2; PAFAH2 inh: -4; pPAFAH FP inh: 8

Results for O=C(O)c1ccc(/C=N/Nc2ccc(F)cc2F)cc1 ?
LYPLA1 counter: -2; PME-1 primary: 4; PAFAH1B3 FP inh: 5; PAD4 inh: -6; PAFAH1B2 inh: 2; GSTO1 inh: 3; LYPLA2 counter: -3; PAFAH2 inh: 8; pPAFAH FP inh: 6

What do the screens show for `C=CCN=C(NC#N)SCC(=O)NC(C)(C)C`?
LYPLA1 counter: 1; PME-1 primary: 0; PAFAH1B3 FP inh: 0; PAD4 inh: -2; PAFAH1B2 inh: 1; GSTO1 inh: 12; LYPLA2 counter: 4; PAFAH2 inh: 8; pPAFAH FP inh: -1

Results for COc1ccc(-c2nn(Cc3ccccc3)cc2C(=O)N2CCN(c3ncccn3)CC2)cc1 ?
LYPLA1 counter: 0; PME-1 primary: 7; PAFAH1B3 FP inh: 1; PAD4 inh: 2; PAFAH1B2 inh: 2; LYPLA2 counter: 0; PAFAH2 inh: -8; pPAFAH FP inh: 5

Results for Cc1cccc(NC(=O)C(=O)NCC2CCCN2S(=O)(=O)c2ccccc2)c1 (configuration not stated) ?
LYPLA1 counter: 1; PME-1 primary: 1; PAFAH1B3 FP inh: 1; PAD4 inh: 1; PAFAH1B2 inh: 0; GSTO1 inh: -2; LYPLA2 counter: -2; PAFAH2 inh: -3; pPAFAH FP inh: 8

What do the screens show for `O=C(N=Nc1c(O)n(C2OC(=O)c3ccccc32)c2ccccc12)c1ccco1` (configuration not stated)?
LYPLA1 counter: 0; PME-1 primary: 0; PAD4 inh: -1; GSTO1 inh: -5; LYPLA2 counter: 4; pPAFAH FP inh: 1

Results for COc1cc(C=NNC(=O)Cn2nc(C)cc2C)ccc1OC(=O)C1CC1 ?
PAFAH1B3 FP inh: 4; PAD4 inh: -3; PAFAH1B2 inh: 3; PAFAH2 inh: 1; pPAFAH FP inh: 2

What do the screens show for `CCC(C)(C)NC(=O)CN(C(=O)CCC(=O)Nc1cc(C)ccn1)c1ccc2c(c1)OCO2`?
LYPLA1 counter: 0; PME-1 primary: -1; PAFAH1B3 FP inh: 1; PAD4 inh: 0; PAFAH1B2 inh: 0; GSTO1 inh: -3; LYPLA2 counter: 5; PAFAH2 inh: 3; pPAFAH FP inh: 1

Results for CN(CCCNC(=O)c1ccc(/C=N/O)nc1)CCCN(C)Cc1ccccc1 ?
LYPLA1 counter: 0; PME-1 primary: 3; PAFAH1B3 FP inh: 0; PAD4 inh: 0; PAFAH1B2 inh: 0; GSTO1 inh: 2; LYPLA2 counter: 3; PAFAH2 inh: -5; pPAFAH FP inh: 1

How did Cn1c(COc2ccc(Cl)cc2)nc2ccccc2c1=O do in these assays?
LYPLA1 counter: 1; PME-1 primary: 1; PAFAH1B3 FP inh: 3; PAD4 inh: -1; PAFAH1B2 inh: -3; GSTO1 inh: -2; LYPLA2 counter: 5; PAFAH2 inh: 2; pPAFAH FP inh: 2

How did C=C(C)C(=O)Nc1cccc(C2=NOC3(C2)C[C@@H](C(N)=O)N(C(=O)CC(c2ccccc2)c2ccccc2)C3)c1 (some centres not stated) do in these assays?
LYPLA1 counter: -5; PME-1 primary: -4; PAFAH1B3 FP inh: -1; PAD4 inh: 1; PAFAH1B2 inh: -5; GSTO1 inh: -2; LYPLA2 counter: -4; PAFAH2 inh: -5; pPAFAH FP inh: 9

What do the screens show for `COc1ccccc1N(CC(=O)NCc1ccc(F)cc1)C(=O)CCC(=O)Nc1ccccn1`?
LYPLA1 counter: 1; PME-1 primary: -4; PAFAH1B3 FP inh: 9; PAD4 inh: -1; PAFAH1B2 inh: 3; GSTO1 inh: -1; LYPLA2 counter: 3; PAFAH2 inh: 0; pPAFAH FP inh: 2

Results for O=C(CSc1nnc(-c2ccccc2)o1)NC1CC1 ?
LYPLA1 counter: 4; PME-1 primary: -1; PAFAH1B3 FP inh: 2; PAD4 inh: 1; PAFAH1B2 inh: 3; GSTO1 inh: 5; LYPLA2 counter: 1; PAFAH2 inh: 4; pPAFAH FP inh: 0

What do the screens show for `CC(Oc1cc(Cl)ccc1Cl)C(=O)N/N=C\c1ccnn1C` (configuration not stated)?
LYPLA1 counter: 0; PME-1 primary: 6; PAFAH1B3 FP inh: 5; PAD4 inh: 2; PAFAH1B2 inh: 6; GSTO1 inh: 3; LYPLA2 counter: 2; PAFAH2 inh: -6; pPAFAH FP inh: 4

How did COc1cccc(NC(=O)Cn2c(CCC(=O)O)ccc2-c2ccc(C)cc2)c1 do in these assays?
LYPLA1 counter: 5; PME-1 primary: 5; PAFAH1B3 FP inh: 6; PAD4 inh: -4; PAFAH1B2 inh: 0; GSTO1 inh: -4; LYPLA2 counter: 12; PAFAH2 inh: 4; pPAFAH FP inh: 3

Results for Cc1[nH]c2ccccc2c1/C=C(\C#N)C(=O)NCC1CCCO1 (configuration not stated) ?
LYPLA1 counter: 1; PME-1 primary: 1; PAFAH1B3 FP inh: 6; PAD4 inh: 2; PAFAH1B2 inh: 0; GSTO1 inh: -5; LYPLA2 counter: 6; PAFAH2 inh: -1; pPAFAH FP inh: 0

How did Cc1cc(C)n(CC(=O)NCCC2=CCCCC2)n1 do in these assays?
LYPLA1 counter: 0; PME-1 primary: -4; PAFAH1B3 FP inh: 5; PAD4 inh: 0; PAFAH1B2 inh: 4; GSTO1 inh: 9; LYPLA2 counter: -10; PAFAH2 inh: 3; pPAFAH FP inh: 6

What do the screens show for `COc1ccc(-c2ccc(S(=O)(=O)N3CCCC3)cc2)cc1`?
LYPLA1 counter: 3; PME-1 primary: 6; PAFAH1B3 FP inh: 9; PAD4 inh: 4; PAFAH1B2 inh: 5; GSTO1 inh: 7; LYPLA2 counter: 10; PAFAH2 inh: -1; pPAFAH FP inh: 26*

Results for CN(CCCN1CCOCC1)C(=O)c1cc(COc2cccc(C(F)(F)F)c2)on1 ?
LYPLA1 counter: 2; PME-1 primary: -6; PAFAH1B3 FP inh: 8; PAD4 inh: 3; PAFAH1B2 inh: 5; GSTO1 inh: 4; LYPLA2 counter: -4; PAFAH2 inh: -1; pPAFAH FP inh: -6

How did O=C(COC(=O)Cn1cnc2ccccc21)NCCCc1ccccc1 do in these assays?
LYPLA1 counter: -1; PME-1 primary: 4; PAFAH1B3 FP inh: 7; PAD4 inh: -2; PAFAH1B2 inh: 5; GSTO1 inh: -1; LYPLA2 counter: -1; PAFAH2 inh: 3; pPAFAH FP inh: 1

How did O=C(Nc1ccccc1-c1ccccc1NC(=O)c1ccco1)c1ccco1 do in these assays?
LYPLA1 counter: -1; PME-1 primary: 3; PAFAH1B3 FP inh: 1; PAD4 inh: -4; PAFAH1B2 inh: 3; GSTO1 inh: 2; LYPLA2 counter: -3; PAFAH2 inh: 0; pPAFAH FP inh: -1

Reprinted at random: 2 records from the list.
How did COc1cccc(NC(=O)Cn2c(CCC(=O)O)ccc2-c2ccc(C)cc2)c1 do in these assays?
LYPLA1 counter: 5; PME-1 primary: 5; PAFAH1B3 FP inh: 6; PAD4 inh: -4; PAFAH1B2 inh: 0; GSTO1 inh: -4; LYPLA2 counter: 12; PAFAH2 inh: 4; pPAFAH FP inh: 3

Results for Cc1[nH]c2ccccc2c1/C=C(\C#N)C(=O)NCC1CCCO1 (configuration not stated) ?
LYPLA1 counter: 1; PME-1 primary: 1; PAFAH1B3 FP inh: 6; PAD4 inh: 2; PAFAH1B2 inh: 0; GSTO1 inh: -5; LYPLA2 counter: 6; PAFAH2 inh: -1; pPAFAH FP inh: 0

More entries:
What do the screens show for `COc1cc(/C=C/C(=O)OCC(=O)NCc2ccc(F)cc2)ccc1O`?
PAFAH1B3 FP inh: 5; PAD4 inh: 3; PAFAH1B2 inh: 4; PAFAH2 inh: 69*; pPAFAH FP inh: 9

What do the screens show for `CC(=O)N1CCN(CCN=CC2=C(O)CC(c3cccs3)CC2=O)CC1` (configuration not stated)?
LYPLA1 counter: -1; PME-1 primary: -3; PAFAH1B3 FP inh: 10; PAD4 inh: -5; PAFAH1B2 inh: 3; GSTO1 inh: 5; LYPLA2 counter: 5; PAFAH2 inh: 7; pPAFAH FP inh: 1

How did COc1ccccc1NCC(O)COc1ccc(C(C)(C)C)cc1 (configuration not stated) do in these assays?
LYPLA1 counter: -1; PME-1 primary: 11; PAFAH1B3 FP inh: 10; PAD4 inh: -3; PAFAH1B2 inh: 7; GSTO1 inh: 0; LYPLA2 counter: 1; PAFAH2 inh: 6; pPAFAH FP inh: 9

What do the screens show for `Cc1cccc(OCC(O)CN2CCN(C3CCCCC3)CC2)c1` (configuration not stated)?
LYPLA1 counter: 4; PME-1 primary: 0; PAFAH1B3 FP inh: 3; PAD4 inh: -5; PAFAH1B2 inh: -2; GSTO1 inh: -3; LYPLA2 counter: 0; PAFAH2 inh: -1; pPAFAH FP inh: 4

How did COc1ccc(NC(=O)c2ccc(-n3nc(C)c[n+]3[O-])cc2)cc1 do in these assays?
LYPLA1 counter: -1; PME-1 primary: -5; PAFAH1B3 FP inh: 7; PAD4 inh: 1; PAFAH1B2 inh: -6; GSTO1 inh: -1; LYPLA2 counter: -1; PAFAH2 inh: -2; pPAFAH FP inh: -2

The list is partial; the hit share may differ from the screen's.
